Screens as filed in PubChem.
PERK inhibitor: block of dimerizer-induced PERK translation repression, primary screen, PERK inhibitor project, CHO PERK-DD cells, SEAP luminescence, HTS; Eukaryotic translation initiation factor 2-alpha kinase 3 (Homo sapiens), Q9NZJ5; CHO PERK-DD fusion, SEAP luminescence translation reporter; inhibition, % at 5.6 µM; actives 0.17% (n = 220,000);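 active = inhibition above the mean inhibition of all tested compounds plus 3 SD, set separately per screening campaign, cut at about 2.9% in these data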;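 also: PERK kinase domain activated by AP20187 dimerizer at 100 nM; 0% = DMSO with dimerizer and 100% = rapamycin at 8.4 µM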
TNF necrop inh: inhibitors of TNF-alpha triggered necroptosis, primary screen, cell-based, Jurkat FADD-/-, single concentration; activation (protection from cell death), % at 10 µM; actives 0.068% (n = 220,000); AID 463075, 2010; Jurkat FADD-/- TNF necroptosis rescue, ATP luminescence, 24 h; 0 = TNF only, 100 = no-TNF cells;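 active = activation, meaning protection from cell death, of at least 50% relative to plate controls; inactive = activation below 50%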;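 also: necroptosis triggered by 40 ng/mL TNF-alpha added together with compound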
RBBP9 inhibitor: human RBBP9 inhibitors, primary screen, biochemical, fluorescence polarization, FP-Rh probe, HTS; inhibition, % at 7.94 µM; recombinant RBBP9; Serine hydrolase RBBP9 (Homo sapiens), O75884; AID 1515, 2009; actives 0.2% (n = 220,000);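 active = inhibition above the campaign mean of all tested compounds plus 3 SD, cut at about 14% in these data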;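 also: plate controls were DMSO wells with RBBP9 for no effect and wells lacking RBBP9 protein for full effect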
Target sequence (O75884 whole entry, looked up): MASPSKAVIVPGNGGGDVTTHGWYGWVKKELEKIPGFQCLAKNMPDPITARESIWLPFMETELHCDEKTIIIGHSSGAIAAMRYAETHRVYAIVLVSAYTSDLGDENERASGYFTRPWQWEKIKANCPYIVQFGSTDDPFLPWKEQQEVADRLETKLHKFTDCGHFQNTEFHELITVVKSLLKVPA
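Measured by: FP readout at 525/598 nm; material: recombinant human RBBP9; also added: Serine-hydrolase probe FP-Rh, 375 nM pre-mixing; medium: Tris buffer pH 8.0, NaCl, Pluronic; replication: one well per compound; doses: one concentration, 7.94 µM nominal, 0.794% DMSO; timing: preincubation 30 min plus labeling 45 min at 25 °C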
PGE2 EP2 inh: human EP2 receptor antagonists, primary screen, TR-FRET cAMP, C6 glioma cells. actives 0.52% (n = 260,000). inhibition, % at 25 µM. Prostaglandin E2 receptor EP2 subtype (Homo sapiens), P43116. C6 glioma cells expressing human EP2; cells stimulated with saturating PGE2;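 active = percent inhibition above 40 after rounding to a whole number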;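 also: rat C6 glioma host cells with rolipram phosphodiesterase inhibitor present; the protocol text gives 20 µM as final concentration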
Hck Nef HTS: inhibitors of Nef-activated human Hck kinase, primary screen, biochemical, Z-Lyte FRET, 384-well, Hck-YEEI; actives 0.68% (n = 220,000); Recombinant Hck-YEEI plus Nef, Z-Lyte FRET kinase assay; inhibition, % at 20 µM; Tyrosine-protein kinase HCK (Homo sapiens), P08631;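 active = Hck-Nef kinase inhibition above about 50%, limit read from the data; inactive = inhibition below that limit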;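 also: 0% = DMSO with Hck plus Nef and 100% = Hck alone without Nef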
Runt-SMMHC FRET: inhibitors of RUNX1 Runt–CBFb-SMMHC binding, primary screen, biochemical, FRET, Cerulean-Runt, Venus-CBFb-SMMHC, uHTS; Runt-related transcription factor 1 (Homo sapiens) + Core-binding factor subunit beta …; Cerulean-Runt/Venus-CBFb-SMMHC FRET ratio 530/480, 1 h; actives 0.74% (n = 220,000); AID 1434, 2008; inhibition, % at 20 µM;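 active = mean inhibition across duplicate retests at 20 µM reaching about 50%, limit read from the data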;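 also: 0% = DMSO wells and 100% = wells with excess untagged CBFb-SMMHC; inhibitors lower the FRET ratio by blocking Runt binding to CBFb-SMMHC; some results filed as inactive read as strong as hits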
Target sequence (Q01196 whole entry, looked up): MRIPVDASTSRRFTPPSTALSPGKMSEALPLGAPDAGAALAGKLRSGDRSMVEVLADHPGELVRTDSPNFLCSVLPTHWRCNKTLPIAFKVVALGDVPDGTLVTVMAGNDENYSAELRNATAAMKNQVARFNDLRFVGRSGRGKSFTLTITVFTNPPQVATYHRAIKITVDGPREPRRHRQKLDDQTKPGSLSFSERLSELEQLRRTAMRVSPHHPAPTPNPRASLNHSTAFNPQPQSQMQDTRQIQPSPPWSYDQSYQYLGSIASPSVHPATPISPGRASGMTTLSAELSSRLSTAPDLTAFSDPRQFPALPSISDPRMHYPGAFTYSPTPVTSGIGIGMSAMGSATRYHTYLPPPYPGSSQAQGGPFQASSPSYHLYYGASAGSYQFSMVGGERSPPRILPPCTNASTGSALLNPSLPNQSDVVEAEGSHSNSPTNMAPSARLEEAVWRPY
Target sequence (Q13951 whole entry, looked up): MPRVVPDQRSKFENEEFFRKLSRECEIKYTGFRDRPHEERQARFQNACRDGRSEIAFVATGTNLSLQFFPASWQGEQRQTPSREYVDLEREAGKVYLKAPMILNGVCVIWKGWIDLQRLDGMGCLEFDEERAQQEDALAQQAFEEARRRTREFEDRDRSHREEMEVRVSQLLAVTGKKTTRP
Runt-CBFb FRET: inhibitors of RUNX1 Runt–CBFb binding, primary screen, biochemical, FRET, Cerulean-Runt, Venus-CBFb, uHTS; actives 0.46% (n = 220,000); inhibition, % at 20 µM; Runt-related transcription factor 1 (Homo sapiens) + Core-binding factor subunit beta …; Cerulean-Runt/Venus-CBFb FRET ratio 530/480, 1 h; AID 1496, 2009;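 active = inhibition over about 50% at 20 µM in the single-dose screen, limit read from the data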;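 also: 0% = DMSO wells and 100% = excess unlabeled CBFb competitor control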
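Schedule: protein complex preformed 1 h, compound exposure 1 h, room temperature, dark; test system: Cerulean-labeled Runt domain protein; amount: 100 nM per protein; buffer or medium: Tris 50 mM pH 7.5, KCl, K2SO4, 0.01% BSA; read-out: loss of energy transfer signal; detection: FRET fluorescence; controls: 5 µM unlabeled CBFb as full-inhibition high control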
EP2 mod: EP2 receptor modulators, cAMP readout, primary screen, cell-based, HTRF cAMP, PGE2 stimulation; Prostaglandin E2 receptor EP2 subtype (Homo sapiens), P43116; EP2-expressing cells, cAMP HTRF FRET, PGE2 co-stimulation; induction, % at 25 µM; actives 0.83% (n = 260,000); AID 940, 2007;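 active = compounds whose cAMP rise, as percent of the full-agonist control response, exceeds 60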;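 also: rat C6 glioma line stably carrying human EP2 under a CMV promoter; the protocol text gives 20 µM as final concentration; 100% = response of wells given 1 µM PGE2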
L929 necroptosis: inhibitors of zVAD-triggered necroptosis, primary screen, L929 cells. L929 zVAD necroptosis rescue, ATP luminescence, 24 h; with zVAD 60 µM. AID 1377, 2008. viability rescue, % at 10 µM. actives 0.38% (n = 220,000);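 active = activation, scaled between plate controls, above about 75%, limit read from the data; inactive = activation under that limit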;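 also: 0% = zVAD with DMSO and 100% = DMSO alone without zVAD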
* hit, by the source's call; · = not tested or not shown; & = joins results of further samples. The list is partial (hit frequency here may not be typical).

SMILES | PERK inhibitor | TNF necrop inh | RBBP9 inhibitor | PGE2 EP2 inh | Hck Nef HTS | Runt-SMMHC FRET | Runt-CBFb FRET | EP2 mod | L929 necroptosis
O=S(=O)(c1cccc2nsnc12)N1CCc2ccccc2C1 | 0.3 | 0.1 | -3 | 6 | 7 | -1 | · | -11 | 0.1
CN(C(=O)CS(=O)(=O)Cc1ccccc1Cl)c1ccccc1 | -0.6 | 1.5 | 2 | 1 | -8 | -4 | 1 | 0 | 0.3
CCn1ccnc1CN1CCc2c([nH]c3ccccc23)C1CC(C)C (stereo not drawn) | -0.5 | 1.0 | -8 | 11 | 20 | -12 | -1 | 24 | -0.8
Cc1nc(N2CCOCC2)nc(OCCN(C)C)c1[N+](=O)[O-] | 0.3 | 1.1 | -3 | 9 | 5 | 4 | -2 | 5 | -0.4
Cc1ccc(N2CN=c3s/c(=C\c4cccnc4)c(=O)n3C2)cc1 | 0.7 | 0.5 | -5 | 22 | 6 | 1 | 2 | -24 | 0.1
COc1cc2nc(SCC(=O)NCCc3ccccc3)n(Cc3ccco3)c(=O)c2cc1OC | -0.8 | 3.7 | 2 | 10 | 10 | 2 | 6 | 17 | -0.8
Cc1ccc(NC(=O)Cc2ccccc2Cl)cc1S(=O)(=O)N(C)C | 0.2 | 3.1 | -5 | 3 | 1 | -8 | 1 | 3 | 2.3
CC1CCCCC1NC(=O)COC(=O)COc1ccc(Cl)cc1 (stereo not drawn) | 0.1 | 1.6 | 1 | 10 | 0 | 1 | -2 | 3 | 0.7
Cc1cc(S(=O)(=O)NCc2ccccc2)ccc1OCC(=O)Nc1cccc([N+](=O)[O-])c1 | -0.1 | 2.5 | -20 | 7 | 6 | 3 | -1 | -66 | 1.5
CCc1onc(C)c1C(=O)Nc1cc(C)ccc1OC | 0.0 | -0.2 | 7 | 18 | 9 | -5 | 1 | 12 | -0.3
O=C(CSc1nnc(-c2ccco2)n1CC1CCCO1)N1CCCCC1 (stereo not drawn) | 1.2 | -1.5 | 3 | 2&17 | 0 | 2 | 0 | 10&19 | 1.6
Cc1c(NC(=O)Nc2ccc(Cl)cc2Cl)c(=O)n(-c2ccccc2)n1C | -0.9 | 2.2 | -11 | 2 | 20 | 0 | 1 | 11 | 4.3
O=C(NCCc1cccc(Cl)c1)c1cccc([N+](=O)[O-])c1 | 1.5 | 1.3 | 5 | 9 | 3 | 1 | 1 | -28 | 0.5
N#Cc1c(/N=C/c2ccc(Br)s2)sc2c1CCC2 | 0.1 | -1.6 | -9 | · | 4 | 34 | 32 | 20 | -0.5
CC(=O)C1=C(O)C(=O)N(Cc2ccco2)C1c1ccccc1 (stereo not drawn) | 1.0 | -0.5 | -5 | 29 | -7 | -2 | -2 | 24 | 0.7
Cc1ccc(C(=O)Nc2cnc3sc(C)nn3c2=O)cc1 | 0.6 | 0.9 | -7 | 6 | 6 | -4 | 1 | -34 | 0.3
CC1(C)N=C(c2cccc(F)c2)C(=O)N1 | 0.3 | 0.2 | -3 | 8 | 1 | -1 | 0 | 16 | -0.2
COc1cccc(C(=O)/C=C/Nc2cc(C)ccc2O)c1 | 0.1 | -16 | 5 | 14 | 1 | -32 | -6 | -1 | -0.1
COc1ccccc1NC(=O)Nc1ccc(N2CCOCC2)cc1 | 1.9 | 1.3 | 2 | 2 | 4 | 2 | 1 | -41 | 8.1
CCC(C)(C)n1nnnc1C(c1cccs1)N1CCN(Cc2ccccc2)CC1 (stereo not drawn) | -0.1 | 1.4 | -7 | 11 | 3 | 3 | 0 | -45 | 0.2
O=C1CN(C(=O)CSc2nc(-c3ccccc3)cs2)c2ccccc2N1 | -0.4 | 0.9 | -5 | 8 | 3 | 3 | -1 | -6 | 1.5
CC(=O)c1cc(-c2ccc(F)cc2)n(CCC(=O)Nc2cccc(C)n2)c1C | 0.0 | 1.9 | -3 | 4 | 25 | 0 | 1 | 4 | 0.7
O=C(Nc1nccs1)c1ccc(-c2ccc(F)cc2)o1 | -0.1 | 5.1 | -9 | 9 | 21 | 1 | 0 | -181 | 83*
CC(C)NC(=O)c1cc(-c2ccc(Br)cc2)on1 | 1.3 | 0.9 | -9 | 8 | 1 | -2 | 0 | -9 | 1.1
COc1ccc(NC(=O)N2CCCC(c3nc(-c4ccc(OC)cc4)no3)C2)cc1 (stereo not drawn) | 0.0 | 2.3 | 3 | 10 | 34 | -1 | 0 | -61 | 1.3
Cc1cc(C)c(C)c(S(=O)(=O)Nc2ccccc2C(=O)NCCCn2ccnc2)c1C | -1.0 | 1.4 | 4 | 1 | -2 | 0 | -3 | -6 | 2.0
CCN1C(=O)C(CC(=O)Nc2ccc(OC)cc2)N(Cc2ccco2)C1=S (stereo not drawn) | -1.0 | 3.5 | -11 | 7 | 0 | -3 | 0 | -23 | ·
CCOC(=O)C(NC(=O)c1ccccc1F)(Nc1cc(C)on1)C(F)(F)F (stereo not drawn) | -0.5 | 0.3 | -6 | 6 | -8 | 1 | -2 | 13 | ·
COCCNC(=O)c1sc2ncn(CC(=O)Nc3ccc(C)c(Cl)c3)c(=O)c2c1C | 0.1 | 3.2 | -10 | 3 | 16 | 0 | -4 | -94 | 20
CCC(c1nnnn1C1CCCC1)N1CCN(C(=O)c2ccco2)CC1 (stereo not drawn) | 0.1 | 3.4 | -1 | 13&6 | -3 | -2 | -1 | 16&-7 | 2.7
CCOC(=O)/C(C#N)=C/c1ccc(OC(=O)c2ccccn2)cc1 | 0.3 | 0.9 | -8 | 5 | 1 | 22 | 8 | 16 | 2.2
COc1ccc(-c2[nH]ncc2CN(C)CCN2CCOCC2)cc1F | 3.0* | 0.1 | -1 | 4 | -8 | -8 | -2 | 3 | 0.3
NC(=O)CC(NC(=O)Cc1cccc2ccccc12)c1ccc(N2CCN(c3ccc(F)cc3)CC2)c([N+](=O)[O-])c1 (stereo not drawn) | · | -0.5 | · | 12 | 9 | -1 | -2 | -1 | -0.3
CC(C)Oc1cccc(C(=O)C2CCCN(C(=O)c3ccoc3)C2)c1 (stereo not drawn) | 0.0 | 0.4 | 4 | 9 | 24 | 3 | -2 | -11 | 6.8
O=C(O)CC/C(=C\c1ccc(Cl)c([N+](=O)[O-])c1)c1nc2ccccc2s1 | 1.3 | 0.1 | -3 | 2 | 14 | -5 | -4 | -16 | 0.4
c1cncc(CNc2ncnc3sccc23)c1 | 0.9 | 0.1 | 1 | 4 | 1 | 1 | 0 | -15 | 1.0
c1ccc2sc(N3CCOCC3)nc2c1 | 0.4 | -3.7 | -4 | 1 | -1 | -1 | -1 | -8 | -0.3
CC(=O)OCC(=O)NCC(=O)c1c[nH]c2ccccc12 | 0.7 | 2.4 | -9 | 12 | -9 | -2 | -1 | 14 | 2.7
Cc1cccc(C(=O)OCC(=O)NCCCc2ccccc2)c1 | 0.4 | 0.7 | -10 | 0 | 25 | 2 | 0 | -60 | 1.5
COc1ccc(C(=O)NC(=S)NNC(=O)c2ccc(NC(=O)C(C)C)cc2)cc1 | -0.3 | 1.9 | -1 | 10 | 2 | 9 | 9 | 11 | 1.1
CC(C)(C)c1nc(SCC(=O)Nc2ccc(N3CCOCC3)cc2)c2ccccc2n1 | -0.1 | 1.1 | -2 | 14 | 1 | -8 | · | 40 | 0.6
O=C(CCC(=O)c1cccs1)NCc1ccccc1 | 1.0 | -1.2 | 7 | 16 | 2 | -8 | -2 | 7 | -0.9
C[C@H]1O[C@H](O[C@H]2[C@H](O)[C@@H](O)[C@@H](O[C@H]3[C@H](O)[C@@H](O)C(O)O[C@@H]3CO)O[C@@H]2CO)[C@H](O)[C@@H](O)[C@@H]1N[C@H]1C=C(CO)[C@@H](O)[C@H](O)[C@H]1O (stereo partly drawn) | 1.1 | · | -15 | 8&9 | · | 0 | 1 | 15 | ·
CC(C)(C)NC(=O)CN1C(=O)/C(=C/c2ccccc2)SC1=S | 1.3 | 2.8 | 0 | 8 | 22 | -2 | 8 | 17 | 0.8
O=C(O)COc1ccc2oc3ccccc3c2c1 | 0.3 | -0.1 | -14 | 7 | -20 | 2 | 0 | -5 | -0.4
COc1ccc(CCNC(=O)C2CC(=O)N(c3ccccc3)C2)cc1OC (stereo not drawn) | 0.3 | -1.9 | 0 | 10 | 0 | -1 | 0 | 11 | -0.1
CCCCOC(=O)c1cccc(NC(=O)CC)c1 | 0.0 | -1.0 | 0 | 10 | 13 | 2 | 0 | 0 | 0.5
CC1(C(=O)N/N=C/c2ccc([N+](=O)[O-])o2)CC1(Br)Br (stereo not drawn) | 0.5 | -3.5 | 3 | 11 | 3 | 47 | 40 | -1 | 4.2
Cc1ccc(NC(=O)N2CCSc3ccccc32)cc1 | 0.3 | -0.1 | -5 | 9 | -26 | 4 | 1 | -6 | 1.0
Cc1nn(C(=O)c2cccs2)c(C)c1CN1C(=O)c2ccccc2C1=O | 0.3 | 0.7 | -6 | 4 | 12 | -1 | -2 | 11 | 0.2
CC(NC(=O)c1nn(C)c(=O)c2ccccc12)c1ccc(F)cc1 (stereo not drawn) | -0.9 | -0.8 | -4 | 3 | 1 | 1 | -1 | 31 | 1.9
O=C(c1ccc(S(=O)(=O)NCc2ccco2)cc1)N1CCN(Cc2ccc3c(c2)OCO3)CC1 | 1.1 | -2.3 | -10 | 7 | 27 | -1 | 0 | -15 | -0.5

Only PERK inhibitor, RBBP9 inhibitor and Hck Nef HTS (2 entries from above):
| molecule | PERK inhibitor | RBBP9 inhibitor | Hck Nef HTS |
| --- | --- | --- | --- |
| CC(NC(=O)c1nn(C)c(=O)c2ccccc12)c1ccc(F)cc1 (stereo not drawn) | -0.9 | -4 | 1 |
| O=C(c1ccc(S(=O)(=O)NCc2ccco2)cc1)N1CCN(Cc2ccc3c(c2)OCO3)CC1 | 1.1 | -10 | 27 |
